OX1R antag-1: antagonists of human orexin 1 receptor (OX1R); O43613; OX1R-expressing cells, FRET antagonist read-out; inhibition, % at 6.6 µM; 330,000 tested, 1.8% active; AID 485270; in the data active means inhibition mostly above about 38%, no sharp cut-off; inactive means mostly below about 40%;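 further: 0% = agonist challenge alone and 100% = reference antagonist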
Target sequence (O43613 whole entry, looked up): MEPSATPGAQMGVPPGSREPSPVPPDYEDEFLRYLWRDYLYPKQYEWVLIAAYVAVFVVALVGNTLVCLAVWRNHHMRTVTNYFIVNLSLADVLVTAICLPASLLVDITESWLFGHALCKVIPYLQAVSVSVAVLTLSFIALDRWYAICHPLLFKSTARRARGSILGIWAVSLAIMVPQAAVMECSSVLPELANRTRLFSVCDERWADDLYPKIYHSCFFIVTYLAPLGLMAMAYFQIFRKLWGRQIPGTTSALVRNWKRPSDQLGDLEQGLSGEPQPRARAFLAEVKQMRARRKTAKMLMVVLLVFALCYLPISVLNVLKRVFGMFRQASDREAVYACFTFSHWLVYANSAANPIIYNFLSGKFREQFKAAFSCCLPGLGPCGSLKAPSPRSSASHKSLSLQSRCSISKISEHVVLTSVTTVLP
STK33 inh: human STK33 kinase inhibition | Q9BYT3 | purified STK33, MBP phosphorylation, ADP-Glo luminescence | inhibition, % at 10 µM | 320,000 tested, 0.073% active;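 active means inhibition at or above 25%, using the most active replicate where run in duplicate; inactive means inhibition below 25%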
Target sequence (Q9BYT3 whole entry, looked up): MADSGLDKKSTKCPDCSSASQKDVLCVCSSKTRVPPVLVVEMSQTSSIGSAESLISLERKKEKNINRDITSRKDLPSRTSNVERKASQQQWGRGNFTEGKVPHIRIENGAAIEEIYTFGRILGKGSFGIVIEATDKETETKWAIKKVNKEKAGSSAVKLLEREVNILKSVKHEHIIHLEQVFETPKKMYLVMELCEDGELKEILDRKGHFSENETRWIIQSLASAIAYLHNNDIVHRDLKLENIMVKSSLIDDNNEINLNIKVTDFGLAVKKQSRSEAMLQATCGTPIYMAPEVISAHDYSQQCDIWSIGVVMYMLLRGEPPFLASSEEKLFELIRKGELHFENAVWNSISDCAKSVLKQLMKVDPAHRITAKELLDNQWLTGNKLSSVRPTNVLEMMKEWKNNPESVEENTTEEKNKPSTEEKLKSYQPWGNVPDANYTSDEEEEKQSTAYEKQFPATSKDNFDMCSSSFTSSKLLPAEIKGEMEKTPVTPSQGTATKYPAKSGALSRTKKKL
OX1R antag-2: blocks the human orexin 1 receptor. O43613. CHO/OX1R cells, Fluo-8 calcium fluorescence, orexin A. inhibition, % at 5 µM. AID 434989. 330,000 tested, 0.43% active;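 active means inhibition above its plate's threshold, mean inhibition of all tested compounds on the plate plus 3 SD, cut at about 37% in these data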;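 further: 0% = orexin A challenge wells and 100% = SB-334867-A antagonist wells; not every result past the cut was called active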
* = called active by the depositor; · = no result given. Rows are unselected. About 2.2% of those tested had a hit in this group.

Molecule,OX1R antag-1,STK33 inh,OX1R antag-2
CC(=O)n1cc([C@@H]2C=C(C(=O)N3CCN(Cc4ccccc4)CC3)O[C@H](OCc3ccc(CO)cc3)C2)c2ccccc21,26,-0.6,-9
CC12CC3CC(C)(C1)CC(C(=O)NCc1ccco1)(C3)C2,12,-1.7,-6
CC1CCN(C(=O)CCNC(=O)c2ccccc2)CC1,8,0.8,-6
CCCn1cc(SCC(N)=O)c2ccccc21,1,0.2,-18
CCCCN(CC)CCCNC(=O)c1cn(CC(C)C)c(=O)c2c1c1ccccc1n2C,-2,-0.1,-34
Cc1ccc(O)c(-c2cc(C(=O)Nc3ccc(S(=O)(=O)Nc4nc(C)cc(C)n4)cc3)[nH]n2)c1,21,3.4,-16
O=C(CCNC(=O)c1ccc(Br)o1)NC1CCCC1,2,-0.2,23
COc1cc(/C=N/NS(=O)(=O)c2ccc(C)cc2)ccc1OCc1ccc(C(=O)O)cc1,24,-1.8,-13
CCOC(=O)C1(CC2CCCCO2)CCN(C(=O)Nc2ccccc2)CC1 (configuration not stated),10,-1.0,-9
CCOC(=O)N1CCC(Nc2c([N+](=O)[O-])cc(C(=O)O)cc2[N+](=O)[O-])CC1,22,-0.1,-3
O=C(c1ccccc1)N1CCN(S(=O)(=O)N2CCCCC2)CC1,18,-1.9,-68
O=C(NCCOc1ccc(Cl)cc1)c1ccc2ccccc2n1,17,-0.7,-15
COc1c(O)ccc2cnn(-c3ccccc3C)c(=O)c12,10,-5.2,-33
CCOC(=O)c1c(C)[nH]c(C)c1S(=O)(=O)N(C)CC(=O)NCc1ccc(F)cc1,5,1.4,-5
Cc1ccc(-c2nc(CS(=O)CC(=O)NCc3ccccc3)c(C)o2)cc1 (configuration not stated),12,0.3,-32
CCOC(=O)[C@@H]1[C@H]2COc3ccccc3[C@H]2N2C(=O)N(c3ccc(OC)cc3)C(=O)[C@]12C,21,-0.1,-26
Nn1c(SCC(=O)Nc2ccccc2Br)nnc1-c1ccco1,7,-1.3,-6
O=C(CC1C(=O)N(c2ccc(F)cc2)C(=O)N1Cc1ccccn1)Nc1ccccc1 (configuration not stated),13,-1.0,-26
Cn1c(CC(=O)NNC(=O)c2cccnc2)nc2ccccc21,5,0.7,-15
NS(=O)(=O)c1ccc(F)c(C(=O)O)c1,8,-2.3,-13
COc1ccc(CCNC(=O)CCn2c(=O)c3cccn3c3ccc(F)cc32)c(OC)c1OC,16,-0.2,-32
CC(C)CCNc1nc2c(cc1C#N)COC(C)(C)C2,14,-1.2,-38
CCCCCCS(=O)[C@H]1CS(=O)(=O)C[C@@H]1S(=O)CCCCCC (some centres not stated),9,-2.5,-20
CCCC(C)C(=O)Nc1ccc(S(=O)(=O)N2CCCC2)cc1 (configuration not stated),14,-0.4,5
Cc1ccc(NC(=O)C2=NNC(=O)CC2)cc1S(=O)(=O)Nc1ccc(SC(F)F)cc1,8,0.0,-7

Part of the list above in order of SMILES length, ascending.
Molecule,OX1R antag-1,STK33 inh,OX1R antag-2
CC(C)CCNc1nc2c(cc1C#N)COC(C)(C)C2,14,-1.2,-38
O=C(c1ccccc1)N1CCN(S(=O)(=O)N2CCCCC2)CC1,18,-1.9,-68
CCOC(=O)[C@@H]1[C@H]2COc3ccccc3[C@H]2N2C(=O)N(c3ccc(OC)cc3)C(=O)[C@]12C,21,-0.1,-26

4 of these compounds in a different format.
compound: CC1CCN(C(=O)CCNC(=O)c2ccccc2)CC1
  OX1R antag-1 = 8
  STK33 inh = 0.8
  OX1R antag-2 = -6

compound: CCCn1cc(SCC(N)=O)c2ccccc21
  OX1R antag-1 = 1
  STK33 inh = 0.2
  OX1R antag-2 = -18

compound: CCCC(C)C(=O)Nc1ccc(S(=O)(=O)N2CCCC2)cc1 (configuration not stated)
  OX1R antag-1 = 14
  STK33 inh = -0.4
  OX1R antag-2 = 5

compound: CCOC(=O)C1(CC2CCCCO2)CCN(C(=O)Nc2ccccc2)CC1 (configuration not stated)
  OX1R antag-1 = 10
  STK33 inh = -1.0
  OX1R antag-2 = -9

Next structures.
Molecule,OX1R antag-1,STK33 inh,OX1R antag-2
COc1ccc(N(CC(=O)NCc2ccco2)S(C)(=O)=O)cc1Cl,26,0.1,-19
CC(C)CNC(=O)c1ccccc1NC(=O)c1ccccc1N(C)S(=O)(=O)c1ccccc1,69*,0.5,-1
C1CCC(Nc2nnnn2C2CCCCC2)CC1,15,0.0,-18
O=C(O)CSc1c2c(nc3cc(C(=O)NCCN4CCOCC4)ccc13)CCC2,21,-1.1,13
Cc1scc(C(=O)N2CCN(S(C)(=O)=O)CC2)c1-c1ccccc1,-1,0.9,-16
CC(Sc1ccc(Cl)cc1)C(=O)Nc1ccc(S(=O)(=O)N2CCOCC2)cc1 (configuration not stated),14,0.3,6
CCOC(=O)N1CCN(C(=O)CN2C(=O)COc3ccc(S(=O)(=O)N4CCOCC4)cc32)CC1,0,·,0
O=C1C2CCCN2C(=O)N1CCCCN1CCN(c2cccc(Cl)c2)CC1 (configuration not stated),5,-3.0,-32
CC(C)(C)NC(=O)Cn1nnnc1-c1nonc1N,-6,-2.3,-12
CN(C(=O)C1CCCO1)C1CCS(=O)(=O)C1 (configuration not stated),5,-1.3,-7
CC1(C)NC(=O)N(CC(=O)NNC(=O)c2ccccc2F)C1=O,1,1.0,12
Cc1cc(C)c2c(CN3CCC(C)CC3)cc(=O)oc2c1C,9,0.1,-39
Cc1ccccc1-c1nc(CN2CCC(C(=O)N3CCC(C(N)=O)CC3)CC2)c(C)o1,3,0.2,-29
O=C(COc1ccc(Br)cc1)Nc1ccc2c(c1)C(=O)NC2=O,18,-2.7,17
CCOC(=O)CSc1nnc2c(n1)C1(C)CCC2C1(C)C (configuration not stated),0,1.7,-21
Cc1cc(C)c(NC(=O)CSCc2c(C)noc2C)c(C)c1,6,-0.8,-18
CCN(CC)c1ccc(/C=N/NC(=S)NCc2ccccc2)c(O)c1,16,0.2,-113
Nc1nc(N(Cc2ccccc2)Cc2ccccc2)nc(C(F)(F)F)n1,10,0.1,-3
COCC1CCN(C(=O)c2cc(COc3ccccc3SC)on2)C1 (configuration not stated),20,-0.4,-27
CN(C)C(CNc1ncnc2sccc12)c1ccccc1 (configuration not stated),18,0.1,-11
Oc1sc(C=Nc2ccccc2)c2ccccc12,40,-1.1,-8
COCCN(C(=O)CSc1nnc(-c2ccccc2F)n1N)c1c(N)n(Cc2ccccc2)c(=O)[nH]c1=O,8,-0.2,6
O=CN1CCN(C(=O)COc2ccc(Cl)cc2Br)CC1,25,-1.0,-23
CCCC(=O)Nc1cc(S(=O)(=O)N2CCCCC2)ccc1N1CCOCC1,2,0.0,-10
COC(=O)c1cc(S(=O)(=O)NCC(C)c2ccccc2)cn1C (configuration not stated),16,-1.4,-10
Cc1ccccc1NC(=O)c1ccc(S(=O)(=O)N2CCCC2)cc1,5,0.1,-16
Cc1cccc(OCC(=O)Nc2ccccc2C(F)(F)F)c1,17,-0.5,-28
CCCCn1c(N)c(N(CCOC)C(=O)COC(=O)COc2c(C)cc(C)cc2C)c(=O)[nH]c1=O,9,-1.2,-7
C=CCn1cc(Cl)cc(C(=O)Nc2ccccc2)c1=O,15,-0.9,-13
FC(F)(F)c1ccccc1NC(=S)NN=C1CCCCCC1,4,-1.6,-21
O=C(Nc1cccc(F)c1)NC1CCCc2ccccc21 (configuration not stated),19,-0.5,-5
CC1=CC(C)(C)Nc2ccc(OC(=O)CN3C(=O)c4ccccc4C3=O)cc21,34,-0.8,-6
CC1COc2ccccc2N1C(=O)c1cccnc1Cl (configuration not stated),13,-0.8,-8
CC(=O)Oc1ccc(-c2cccc(C(=O)O)c2)cc1,-2,-1.2,-5
CCOC(=O)c1c(NC(=O)c2c(C(=O)O)cccc2[N+](=O)[O-])sc2c1CCCC2,-3,-1.9,-9
CN(C)/C=C(/C(=O)c1ccc(Cl)cc1)n1cncn1,0,-1.8,3
CC(=O)Nc1ccc(Br)c2ccccc12,8,-1.3,-16
Cc1cc2ncn(/N=C/c3ccc4c(c3)OCO4)c2cc1C,40,-0.6,-6
CCc1ccc(OCC(=O)NC(=S)Nc2ccc(S(=O)(=O)NC3CCCCC3)cc2)cc1,22,-2.1,9
CC(C)N1CCc2c(sc(NC(=O)CCS(=O)(=O)c3ccccc3)c2C#N)C1,34,-1.1,-9
CCOc1ccc(NC(=O)CN(C)C(=O)CC2OC(=O)c3ccccc32)cc1OCC (configuration not stated),7,·,-12
CC(C)CCNC(=O)COc1ccc2c3c(c(=O)oc2c1)CCC3,11,-2.1,-28
CCC(Sc1ccc2nnc(-c3cccnc3)n2n1)C(=O)O (configuration not stated),12,9.0,-16
CCCCC(=O)Nc1cccc(-c2nnc(-c3ccccc3)o2)c1,18,-1.3,-33
CCN1CCc2nc(NC(=O)c3ccc(S(=O)(=O)N(C)C)cc3)sc2C1,8,-0.3,1
CCc1cccc(C)c1NC(=O)COC(=O)Cc1ccsc1,16,-0.4,-16
O=C1CCN(Cc2ccccc2)CCN1CCSc1ccccc1,12,-1.2,-17
CN(Cc1cccs1)C(=O)Cn1cnc2ccccc2c1=O,23,1.4,-3
COC(=O)Cc1cc(=O)[nH]c(/N=C(\N)Nc2ccccc2)n1,16,0.3,-9
O=C(COC(=O)c1ccc2[nH]c3c(c2c1)CCCC3)Nc1ccc(Cl)cc1Cl,9,-1.7,-12

Entries listed so far with a thiophene ring, fused or not, in the order listed:
Molecule,OX1R antag-1,STK33 inh,OX1R antag-2
Cc1scc(C(=O)N2CCN(S(C)(=O)=O)CC2)c1-c1ccccc1,-1,0.9,-16
CN(C)C(CNc1ncnc2sccc12)c1ccccc1 (configuration not stated),18,0.1,-11
Oc1sc(C=Nc2ccccc2)c2ccccc12,40,-1.1,-8
CCOC(=O)c1c(NC(=O)c2c(C(=O)O)cccc2[N+](=O)[O-])sc2c1CCCC2,-3,-1.9,-9
CC(C)N1CCc2c(sc(NC(=O)CCS(=O)(=O)c3ccccc3)c2C#N)C1,34,-1.1,-9
CCc1cccc(C)c1NC(=O)COC(=O)Cc1ccsc1,16,-0.4,-16
CN(Cc1cccs1)C(=O)Cn1cnc2ccccc2c1=O,23,1.4,-3

More entries
Molecule,OX1R antag-1,STK33 inh,OX1R antag-2
CN(C)CCNC(=O)c1sc2nc(-c3ccccc3)cc(C(F)(F)F)c2c1N,-3,0.8,-10
Nc1cc(N)nc(SCc2nnnn2-c2ccc(Cl)cc2)n1,18,-0.5,-6
CCN(CC)CCNC(=O)c1ccc(NC(=O)c2cc(S(=O)(=O)N3CCCCC3)ccc2C)cc1,8,-0.9,6
CC1CCCN(C(=O)COC(=O)C2CCN(S(=O)(=O)c3ccc(Cl)c(C(F)(F)F)c3)CC2)C1 (configuration not stated),11,-2.5,-21
CCOC(=O)C1CCCN(C(=S)Nc2ccc(C)cc2C)C1 (configuration not stated),10,-0.3,7
O=C(c1cc(S(=O)(=O)N2CCOCC2)ccc1F)N1CCCc2ccccc21,18,-1.0,-30
Cc1noc(C)c1C(=O)N(CC(=O)Nc1ccc(Cl)c(C(F)(F)F)c1)Cc1ccco1,-3,-0.7,6
COc1ccc(/C=C2/S/C(=N/N=C3\CC4CCC3(C)C4(C)C)NC2=O)cc1 (configuration not stated),33,-0.8,9
Cc1ccc2c(C)c(C(=O)N(C)C(C)c3ccncn3)oc2c1C (configuration not stated),34,-1.4,-34
COc1ccc(CNc2ncc(-c3ccccc3)n2C)c2ccccc12,16,0.0,-7
CC(=O)Nc1ccc(NC(=O)COc2ccc(S(=O)(=O)N3CCCC3)cc2)cc1,6,5.9,-4
COC(=O)c1ccc(C(=O)OC)c(NC(=O)CSc2n[nH]c(N)n2)c1,5,0.7,-9
Cc1cccc(COC(=O)CCCNC(=O)c2ccc(Cl)cc2)c1,8,0.2,-29
C[N+]1(C2CCC3CCCC2C3O)CCCC1 (configuration not stated),5,-3.0,2
O=C(CSc1nnc(-c2ccncc2)n1C1CCCCC1)Nc1cccc(O)c1,11,4.0,-15
CC(C)CN(Cc1cc2ccccc2[nH]c1=O)C(=O)c1cccnc1,14,0.2,-11
O=S(=O)(c1ccccc1F)N1CCN(CCc2ccccc2)CC1,-13,-4.4,-11
C=CCSc1nc2sc(C)c(C)c2c(=O)[nH]1,10,-0.9,-11
Cc1ccc(/C=N\NC(=O)C2CN(S(=O)(=O)c3ccccc3)CCN2S(=O)(=O)c2ccccc2)cc1 (configuration not stated),4,-1.5,-20
